Assay outcomes as filed in PubChem.
RmlCD inh 1536: M. tuberculosis RmlC/RmlD coupled enzyme inhibitors, primary screen, biochemical, compound mixtures, 384-well, from 1536-well plates | RmlC+RmlD coupled enzyme assay, percent inhibition; primary screen in compound mixtures | inhibition, % at 3.6 µM | 160,000 compounds, 0.03% hits | dTDP-4-dehydrorhamnose reductase (Mycobacterium tuberculosis (strain ATCC 25618 / H37Rv)) …; in the data active means inhibition mostly above about 34%, no sharp cut-off; inconclusive means no clear call, values can overlap the other calls; inactive means mostly below about 22%; further: some results filed as inactive read as strong as hits
Target sequence (P9WH09 whole entry, looked up): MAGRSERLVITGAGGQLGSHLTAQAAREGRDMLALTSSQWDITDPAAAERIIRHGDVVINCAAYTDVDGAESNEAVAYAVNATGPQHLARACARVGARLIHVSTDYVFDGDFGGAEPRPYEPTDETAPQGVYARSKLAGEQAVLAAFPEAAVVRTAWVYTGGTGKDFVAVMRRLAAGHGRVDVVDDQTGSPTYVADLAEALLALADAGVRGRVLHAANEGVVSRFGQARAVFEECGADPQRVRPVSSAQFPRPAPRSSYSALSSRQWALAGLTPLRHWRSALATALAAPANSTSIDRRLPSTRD
Target sequence (P9WH11 whole entry, looked up): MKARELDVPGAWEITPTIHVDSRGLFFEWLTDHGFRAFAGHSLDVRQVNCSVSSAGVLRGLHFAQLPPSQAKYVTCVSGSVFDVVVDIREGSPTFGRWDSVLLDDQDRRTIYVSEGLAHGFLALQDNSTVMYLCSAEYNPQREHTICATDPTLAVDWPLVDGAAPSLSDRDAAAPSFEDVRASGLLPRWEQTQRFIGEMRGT
M. tuberculosis GlmU: inhibition of mycobacterial GlmU enzyme – biochemical, glucosamine-1-phosphate acetyltransferase (AID 1376); Bifunctional protein GlmU (Mycobacterium tuberculosis (strain ATCC 25618 / H37Rv)); one-dose inhibition, %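 (tested at 30 µM in the primary screen)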; IC50 in µM for titrated hits; 220,000 compounds, 0.25% hits; M. tuberculosis GlmU acetyltransferase enzyme assay; higher % means a stronger effect; in the data active means inhibition above about 13%; inconclusive means no clear call, values can overlap the other calls;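 further: 0% = complete reaction with vehicle and 100% = reaction without substrate; strong numbers were not always called active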
Numbers without * were called inactive; ? = inconclusive; / = not tested or not shown; & = joins results of further samples. This is a subset; rates above refer to the full screens.

SMILES	RmlCD inh 1536	M. tuberculosis GlmU
COc1ccc(-n2c(CNc3ccc(C)cc3)nnc2SCC(=O)Nc2nc(-c3ccccc3)cs2)cc1	/	-0.6%
O=C(O)CCCC(=O)N1CC(=O)Nc2ccccc21	2.9	-3.5%
CCS(=O)(=O)N1CCN(c2ccccc2F)CC1	/	0.1%
Cc1ccc(NC(=O)c2ccc(Cl)c(N3C(=O)C=CC3=O)c2)cc1	/	1.9%
CCC(c1nnc(SCC(=O)Nc2nnc(-c3ccccc3)o2)n1Cc1ccccc1)N(C)C (stereo not drawn)	-5.4	1.2%&0.9%
CC1=C(C(=O)OCc2ccc3c(c2)OCO3)C(c2ccc(F)cc2)NC(=O)N1 (stereo not drawn)	-26.9	-3.4%
O=C(O)c1ccc(Nc2cc(Cl)c3nonc3c2[N+](=O)[O-])cc1	9.0	92µM*
Cc1ccc(N=C/C(C(=O)C(F)(F)F)=C(\O)c2ccco2)cc1Cl	-4.4	-3.6%
Cc1c(Br)c([N+](=O)[O-])nn1CCCC(=O)Nc1c(C)n(C)n(-c2ccccc2)c1=O	-5.6	-3.3%
O=S(=O)(/N=C(/Nc1ccc(Cl)cc1Cl)c1ccccc1)c1cccs1	-0.1	0.9%
COc1ccc(CNC(=O)COC(=O)C2CC3C=CC2C3)cc1 (stereo not drawn)	8.8	-2.8%
CCCCC(=O)Nc1nc2ccc3nc(C)sc3c2s1	/	-1.7%
O=C(NCCC1=CCCCC1)C1CCN(S(=O)(=O)c2cccc3nonc23)CC1	/	1.5%
COc1ccc(N2CC(NC(=O)NCC(C)C)CC2=O)cc1 (stereo not drawn)	0.9	6.5%
Cc1ccc(OCc2nc(-c3cccnc3)no2)cc1C	-0.5	-1.8%
O=C(COc1ccccc1)N/N=C/c1ccc([N+](=O)[O-])o1	13.7	-3.0%
O=C(NCc1ccc(N2CCCC2=O)cc1)Nc1cccc(Cl)c1	/	0.4%
COc1ccc(Cl)cc1NC(=O)C12CCC(C)(C(=O)O1)C2(C)C (stereo not drawn)	-3.1	-6.7%
O=C(O)c1ccccc1-n1cnnn1	-2.5	-0.5%
Cc1nc2sc(C(c3cccc(F)c3)N3CCCCC3)c(O)n2n1 (stereo not drawn)	10.8	4.8%
N#CCCN1CCN(C(=O)c2c(N)no[n+]2[O-])CC1	3.7	2.5%
O=C(O)c1ccc(/C=N/N2CCN(Cc3ccccc3)CC2)cc1	10.7	-10.0%
Fc1ccc(C2=Nn3c(nnc3-c3ccco3)SC2)cc1	25.8	2.2%
CCOC(=O)/C(C#N)=C/c1cccn1-c1ccc(Cl)cc1	-7.8	5.0%
CCOC(=O)c1c2c(n(C)c1C)C(=O)C(=O)c1ccc(Br)cc1-2	/	5.6%

Four records drawn at random from the list so far, as already listed:
SMILES	RmlCD inh 1536	M. tuberculosis GlmU
O=C(NCCC1=CCCCC1)C1CCN(S(=O)(=O)c2cccc3nonc23)CC1	/	1.5%
O=C(O)c1ccccc1-n1cnnn1	-2.5	-0.5%
O=C(O)c1ccc(/C=N/N2CCN(Cc3ccccc3)CC2)cc1	10.7	-10.0%
Cc1ccc(NC(=O)c2ccc(Cl)c(N3C(=O)C=CC3=O)c2)cc1	/	1.9%

The list goes on.
SMILES	RmlCD inh 1536	M. tuberculosis GlmU
CCCCCC(=O)Nc1ccc(S(=O)(=O)Nc2nccc(C)n2)cc1	-4.7	2.1%
Cc1nnsc1-c1nnc(SCC(=O)c2ccc(C#N)cc2)n1C1CC1	9.7	2.1%
Oc1ccc(/C=N/Nc2ncnc3c2ncn3Cc2ccccc2)cc1O	-0.1	5.6%
COc1ccc(S(=O)(=O)NC2CCCCC2)cc1C	-5.8	-3.2%
O=C(CC(C(=O)O)C1CCCO1)Nc1cccc(C(F)(F)F)c1 (stereo not drawn)	/	-2.9%
CCc1ccc(C2=NN(c3ccc(S(N)(=O)=O)cc3)C(c3ccc(F)cc3)C2)cc1 (stereo not drawn)	11.0	1.3%
O=C(NNc1cc(Cl)ccc1Cl)c1cccnc1Cl	11.4	7.4%
COc1cc(S(=O)(=O)NCc2ccncc2)c(OC)cc1Cl	-13.8	4.2%
CCCCNC(=O)Cc1ccc(Br)cc1	/	-1.6%
COc1cc(/C=N/NC(=O)C2COc3ccccc3O2)cc(OC)c1OC (stereo not drawn)	/	2.8%
Cc1cc(C)nc(SCNC(=O)c2ccc(Cl)cc2)n1	-6.7	3.7%
O=C(O)C[C@H]1c2ccccc2S(=O)(=O)N1c1ccccc1	/	-6.5%
CCCCCNC(=O)c1ccc2c(=O)n(CC3CCCO3)c(=O)[nH]c2c1 (stereo not drawn)	8.9	1.6%
O=C(COC(=O)CSCC(=O)N1CCCCC1)NCc1ccc(F)cc1	/	-5.5%
Cc1ccc(S(=O)(=O)N(CC(=O)N2CCN(c3ccc(F)cc3)CC2)C2CCCCC2)cc1	/	-10.6%
Cn1ccnc1-c1nc2ccccc2[nH]c1=O	1.2	7.3%
Clc1ccc(Nc2cc(-c3ccccc3)nc3ncnn23)cc1	10.4	-0.4%
Cc1ccc(CN(Cc2cc3cccc(C)c3[nH]c2=O)C(=O)N(C)C)cc1	/	-4.2%
C=CCNC(=O)c1onc(CSc2ccccc2CC)c1C(=O)O	/	1.7%
CCOC(=O)C(=CNc1cc(C)ccn1)C(=O)OCC	-9.0	1.2%
N#CCc1nn(-c2ccccc2)c(N)c1C#N	-0.6	1.2%
O=S(=O)(NCC1CCCO1)c1ccc(Cl)nc1 (stereo not drawn)	-1.2	1.6%
Cc1ccc(SC[C@H](Cc2ccccc2)N2CCN(CCc3ccccc3)CCC2=O)cc1	/	-0.5%
CC(C)n1c(-c2ccccc2)nc(=S)c2c1CCCC2	/	4.1%
C(CCc1nn[nH]n1)CCc1nn[nH]n1	0.8	6.0%
SMILES	RmlCD inh 1536	M. tuberculosis GlmU
CCN(CC)CCn1c(O)c(N=O)c2ccccc21	/	-1.6%
O=C(NCC(c1cccnc1)N1CCN(c2ccc(F)cc2)CC1)OCc1ccccc1 (stereo not drawn)	?	-5.6%
CCOC(=O)c1c(C)[nH]c(C)c1C(=O)CSc1nc2ccccc2c(=O)n1-c1ccc(C)cc1	/	-5.4%
Cn1c(C(=O)OC(C(=O)NC(C)(C)C)c2cccnc2)cc2sccc21 (stereo not drawn)	-9.3	1.4%
NNC(=O)c1ccccc1CO	/	-1.9%
COC(=O)c1c(C)[nH]c(C)c1C(C)=O	-8.3	1.9%
Cc1nc(SCc2cccc(Oc3ccccc3)c2)n[nH]1	/	-1.2%
COCCCn1cc(C(=O)c2cc(Br)ccc2O)cc(C#N)c1=O	5.2	-3.6%
CCCC1Cc2nc(N3CCCCC3)c(C#N)cc2CO1 (stereo not drawn)	/	5.7%
Cc1nc(-c2nc(-c3c(C(=O)NN)noc3C)cs2)cs1	13.3	-3.6%
CCS(=O)(=O)CCSc1nc2c(cc1C#N)CCCC2	11.8	3.5%
O=[N+]([O-])c1cccc(-c2nc(-c3ccncc3)no2)c1	-5.6	/
Cc1ccc(NC(=O)Cn2nc([N+](=O)[O-])c(Br)c2C)cc1C	/	0.9%
Nc1c(-c2ccccc2)c(CN2CCOCC2)nn1-c1ccc(F)cc1	13.1	-2.3%
CC(=O)Nc1c(C(=O)N2CCCCCC2)cnn1-c1ccccc1	-7.8	-5.8%
CC(=O)Nc1ccc(CN2CCCC(CCC(=O)NCc3ccccc3F)C2)cc1 (stereo not drawn)	-6.6	-3.2%
COC(=O)[C@@H](NC(=O)NCc1cccs1)C(C)C	/	3.0%
O=C(c1ccc(CNc2c(N3CCCC3)c(=O)c2=O)cc1)N1CCc2ccccc2C1	-7.4	1.6%
CCCCn1c(N)c(N2CCOCC2)c(=O)n(CC(=O)NCCc2ccccc2)c1=O	-0.4	-0.2%
O=C(NC1(C(F)(F)F)N=C(c2ccccc2)NC1=O)c1ccccc1 (stereo not drawn)	9.6	0.7%
CCOC(=O)CC(=O)CSc1nc(N)c(C#N)c(-c2ccc(F)cc2)c1C#N	-5.1	1.4%
COc1cc(O)oc1C=Nc1ccc(C(=O)O)cc1	-6.2	-1.7%
COC(=O)c1cc(C(=O)Nc2nnc(C3CC3)s2)cc([N+](=O)[O-])c1	/	3.4%
Cc1ccc(NC(=O)c2sc(N)nc2-c2ccc([N+](=O)[O-])cc2)c(C)c1	-8.1	-3.0%
COc1ccc(NC(=O)Nc2ccc(OCC(=O)N3CCOCC3)cc2)cc1OC	4.7	4.3%
SMILES	RmlCD inh 1536	M. tuberculosis GlmU
COC(=O)CC1=Nc2ccccc2NC(=O)C1	9.7	-4.0%
O=c1c(Cc2ccc(F)cc2)c(O)ccn1C1CCCCC1	17.6	2.4%
CCC(=Nc1cccc(C(F)(F)F)c1)c1c(O)n(C)c(=O)n(C)c1=O	/	-4.6%
CC(=O)C1=C(O)C(=O)N(Cc2ccco2)C1c1cccc(F)c1 (stereo not drawn)	-10.4	0.5%
CCC(NC(=O)CCl)c1ccc(C)cc1 (stereo not drawn)	/	-1.2%
CCCCNc1nc2c(c(=O)n(C)c(=O)n2C)n1Cc1cccc(OC)c1	/	4.0%
COc1cc(/C=N/N2CCN(C3c4ccccc4-c4ccccc43)CC2)ccc1O	12.3	1.4%
COc1ccc(C(=O)n2nc(C)cc2Nc2ccccc2)cc1	4.2	-0.7%
Cc1cc(NC(=O)CSc2nnc(-c3ccncc3)n2-c2ccccc2)no1	-4.5	3.6%
O=C(NCC1CCCO1)c1ccc(Cl)c(F)c1F (stereo not drawn)	/	-5.8%
CC1CCCN(CCCOc2ccccc2-c2ccccc2)C1 (stereo not drawn)	-4.5	5.8%
O=C(CSC1=NCCN1)NC1CCCCCC1	/	-0.2%
C/C(=N\NC(=O)c1ccccc1)c1c(O)n(Cc2ccccc2)c(=O)[nH]c1=O	-2.6	4.7%
COc1ccccc1C(=O)NC(=O)CSc1cccc[n+]1[O-]	6.8	-3.8%
CCOC(=O)c1cccnc1SC(CC)C(=O)NCc1ccco1 (stereo not drawn)	1.1	1.1%
COc1n[nH]c(C(=O)Nc2cc(F)ccc2C)c1[N+](=O)[O-]	-0.1	5.1%
COCCNC(=O)CSc1nc2sc(C)c(C)c2c(=O)n1-c1ccccc1	7.0	0.4%
O=C(CSc1ccc(-c2ccccn2)nn1)NCc1ccc(Cl)cc1	7.6	-4.2%
CCOc1ccccc1NC=C1C(=O)OC2(CCCCC2)OC1=O	17.2	-1.3%
Cc1cccc(CN2CCN(Cc3cccc4nonc34)CC2CCO)n1 (stereo not drawn)	-4.5	1.6%
Cc1[nH]n2c(=O)c(C#N)c(-c3ccccc3)nc2c1-c1ccccc1	12.6	3.5%
CCOC(=O)c1cn(Cc2cccc(Cl)c2)c2cc(C)nn2c1=O	3.0	2.4%
COC(=O)CC(N)c1ccc(OC)c2ccccc12 (stereo not drawn)	-7.0	-1.3%
N#CC(C#N)=Cc1cn(-c2ncc(C(F)(F)F)cc2Cl)c2ccccc12	/	-0.6%
COc1ccc(C(=O)CCC(=O)Nc2cccc(Cl)c2)cc1	-4.0	-10.3%
SMILES	RmlCD inh 1536	M. tuberculosis GlmU
CN1C[C@@H]2C[C@@H](c3cccn3-c3nccs3)N3CCC[C@@]23C1=O	3.0	-0.5%
c1ccc2c(c1)OCCOCCOCCOCCOCCOc1ccccc1OCCOCCOCCO2	/	9.4%
O=C(NCc1ccccc1)C1c2ccccc2Oc2ccccc21	/	-0.2%
Cc1cc(=S)cc(C)n1CCCn1ccnc1	/	-0.3%
COC(=O)C(/C=N/OCc1ccc([N+](=O)[O-])cc1)NC(=O)c1cccc(Cl)c1 (stereo not drawn)	/	3.5%
CCN1CCN(S(=O)(=O)c2cc(C(=O)O)ccc2Cl)CC1	/	-2.1%
O=C(Nc1ccc(-c2nc3ncccc3o2)cc1)c1ccc(Br)o1	/	-0.1%
CCn1c(O)c(C=NC2CCCC2)sc1=S	-5.0	-2.3%
COc1ccc(/C(=N\Nc2ccccc2C(=O)O)c2ccccc2)cc1	1.7	0.7%
COc1cc(OC)cc(C(=O)/C=C2\Sc3ccccc3N2C)c1	3.6	-3.9%
Cc1ccc(S(=O)(=O)N(CC(=O)NCC2CCCO2)c2cccc([N+](=O)[O-])c2)cc1 (stereo not drawn)	/	-6.8%
Nc1c(C(=O)O)sc2nc(-c3ccccc3)cc(-c3ccccc3)c12	10.4	4.7%
O=C(NCc1ccco1)c1cc2cc3ccc(Cl)cc3nc2o1	7.2	1.5%
CCN(CC)c1ccc2cc(-c3nnc(-c4ccccc4)o3)c(=O)oc2c1	-13.8	0.2%
Cc1[nH]c2ccccc2c1C(=O)CSC(=S)N(C)C	12.4	4.1%
CC(=O)c1nc(N2C(=O)CC(Cc3cccc(C)c3)C2=O)sc1C (stereo not drawn)	/	-0.3%
CC1(C)OC(=O)N(c2ccccn2)C1(C)O (stereo not drawn)	6.8	0.6%

Laid out differently: results already given
Every second line gives: RmlCD inh 1536	M. tuberculosis GlmU
O=C(NCCC1=CCCCC1)C1CCN(S(=O)(=O)c2cccc3nonc23)CC1
 : /	1.5%
COc1ccc(N2CC(NC(=O)NCC(C)C)CC2=O)cc1 (stereo not drawn)
 : 0.9	6.5%
Cc1ccc(OCc2nc(-c3cccnc3)no2)cc1C
 : -0.5	-1.8%
O=C(COc1ccccc1)N/N=C/c1ccc([N+](=O)[O-])o1
 : 13.7	-3.0%
O=C(NCc1ccc(N2CCCC2=O)cc1)Nc1cccc(Cl)c1
 : /	0.4%
COc1ccc(Cl)cc1NC(=O)C12CCC(C)(C(=O)O1)C2(C)C (stereo not drawn)
 : -3.1	-6.7%
